aSyn yeast rescue: alpha-synuclein toxicity suppression in yeast; AID 1347070; 0.02% of 94,000 active; S. cerevisiae alpha-synuclein toxicity rescue, BacTiter-Glo growth, 24 h; Potency, µM (highest dose often 46.1 µM), inactives show at the top dose growth rescue (activation), hits mostly activators; active = well fitted activation curve with a large enough effect; inconclusive = small, poorly fitted or top-dose-only effect; note: 0% is about no effect
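Growth restoration measured by BacTiter-Glo luminescence after 24 hr at 30 deg C; alpha-synuclein yeast, raffinose-pregrown to mid-log, were added at OD600=0.02 in galactose medium onto pinned compounds.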
An asterisk follows results filed as active; ? = inconclusive; & = joins results of further samples; [ ] = remark or other dose. Potency is the fitted concentration of half-maximal effect. Only part of the results is shown, so the mix of outcomes need not match the whole.

SMILES	aSyn yeast rescue
COc1ccc(OCC(=O)NCCS(=O)(=O)N2CCN(c3cccc(Cl)c3)CC2)cc1	3%
CCc1nonc1NC(=O)c1oc2ccc(Cl)cc2c1C	-6%
COc1ccccc1-c1noc(-c2ccc(NC(C)C)c([N+](=O)[O-])c2)n1	10%
O=C(COC(=O)/C=C/c1ccc2c(c1)OCO2)NCc1ccc(F)cc1	-4%
COc1ccc(S(=O)(=O)NCCc2cc3ccc(C)c(C)c3[nH]c2=O)cc1	1%&-17%
Cc1ccc(CCNC(=O)CCc2cn(Cc3ccccc3C)c3ccccc23)cc1	-4%
O=C(NC(=S)Nc1ccccc1N1CCOCC1)c1ccc(-c2ccccc2F)o1	0%
COc1cccc(N2CCN(S(=O)(=O)c3cc(Br)cc4c3N(C(=O)C3CC3)CC4)CC2)c1	5%
COC(=O)C1=C(c2ccccc2)c2ccccc2S(=O)(=O)N1CC(=O)Nc1cccc(C(C)=O)c1	9%
CSc1cccc(NC(=O)Nc2ccccc2OCc2cc(=O)n3cc(C)ccc3n2)c1	-4%
CCc1cc(C(=O)Nc2c(C)nn(Cc3ccc(C)cc3)c2C)no1	3%
COc1ccc(CCNc2nc(-c3cccnc3)nc3ccccc23)cc1OC	-9%
c1ccc(OCCn2c(COc3ccccc3)nc3ccccc32)cc1	4%
COc1cc(/C=C2/C(=O)ON=C2C)cc(Cl)c1O	9%
CC(C)(C)c1ccc(S(=O)(=O)N2CCC(Oc3ccc(-n4cnnn4)cc3)CC2)cc1	1%
CC(O)C(C(=O)OCc1ccc([N+](=O)[O-])cc1)N1C(=O)c2ccccc2C1=O (configuration not stated)	4%
CCn1c(CC2C(=O)Nc3ccccc32)nc2ccccc2c1=O (configuration not stated)	4%
CCC(C)NC(=O)Nc1ccc(F)c(Cl)c1 (configuration not stated)	2%
CC(C)(C)c1ccc(Oc2ccc(NC(=O)CCC(=O)OCC(=O)c3ccccc3)cc2)cc1	7%
CCn1c(C)[n+](CC)c2ccc(S(=O)(=O)NC)cc21	-7%

5 entries from above, set out differently:
canonical_smiles | aSyn yeast rescue
CCn1c(CC2C(=O)Nc3ccccc32)nc2ccccc2c1=O (configuration not stated) | 4%
CC(C)(C)c1ccc(Oc2ccc(NC(=O)CCC(=O)OCC(=O)c3ccccc3)cc2)cc1 | 7%
CCc1cc(C(=O)Nc2c(C)nn(Cc3ccc(C)cc3)c2C)no1 | 3%
CCc1nonc1NC(=O)c1oc2ccc(Cl)cc2c1C | -6%
COc1ccc(OCC(=O)NCCS(=O)(=O)N2CCN(c3cccc(Cl)c3)CC2)cc1 | 3%

Some of the entries so far, in CSV form.
smiles,aSyn yeast rescue
O=C(NC(=S)Nc1ccccc1N1CCOCC1)c1ccc(-c2ccccc2F)o1,0%
COc1cccc(N2CCN(S(=O)(=O)c3cc(Br)cc4c3N(C(=O)C3CC3)CC4)CC2)c1,5%
COC(=O)C1=C(c2ccccc2)c2ccccc2S(=O)(=O)N1CC(=O)Nc1cccc(C(C)=O)c1,9%
CSc1cccc(NC(=O)Nc2ccccc2OCc2cc(=O)n3cc(C)ccc3n2)c1,-4%
CCc1cc(C(=O)Nc2c(C)nn(Cc3ccc(C)cc3)c2C)no1,3%
COc1ccc(CCNc2nc(-c3cccnc3)nc3ccccc23)cc1OC,-9%

The results go on:
SMILES	aSyn yeast rescue
O=C1CC(c2nnc(Cc3ccc(F)cc3)o2)CN1c1ccccc1 (configuration not stated)	2%
CCN(C(=O)COC(=O)/C=C/c1nc2ccccc2s1)C1CCS(=O)(=O)C1 (configuration not stated)	-15%
Cc1c(C(=O)NCc2ccccc2)oc2ccc(S(=O)(=O)N3CCC(C)CC3)cc12	3%
Cc1ccc(Cn2cc(CCC(=O)NCc3ccc(OC(C)C)cc3)c3ccccc32)cc1	0%
COc1cc2c(=O)n(CCC(=O)NCC3CCCO3)c(=O)n(CC(=O)Nc3ccc(C)cc3C)c2cc1OC (configuration not stated)	7%&10%
CCOc1ccc(-n2c(=O)c3c(C)c(C)sc3n(CC(=O)NCCc3ccccc3)c2=O)cc1	6%
O=C(CSc1nnc(CNC(=O)c2cccc(F)c2)n1-c1ccccc1)Nc1ccccc1F	0%
CCN(CC)CCNC(=O)Cn1nc(Cc2cccnc2)c2ccccc2c1=O	-3%
O=C(c1ccc2c(c1)OCCO2)N1CCN(c2ncc(C(F)(F)F)cc2Cl)CC1	-5%
CC(OC(=O)c1cccnc1Cl)C(=O)Nc1ccc(S(N)(=O)=O)cc1 (configuration not stated)	5%
Nc1c(-c2nc(-c3ccc(Cl)cc3)cs2)c2ccccn2c1C(=O)c1ccc2c(c1)OCO2	-5%
C=CCn1c(O)c(N=NC(=O)CNC(=O)/C=C/c2ccc(OC)cc2)c2ccccc21	-3%
COc1ccc(O)c(C(=O)c2cnc3c(c2)c(-c2ccc(F)cc2)c(C#N)c(=O)n3C)c1	0%
N#Cc1nc(-c2ccc(COc3ccccc3)o2)oc1NCc1ccccc1	6%
CCOC(=O)C1=C(Nc2ccccc2)CSC1	-4%
Cc1cc(C)n2nc(CNC(=O)c3c(F)cccc3F)nc2n1	-7%
COc1cc2ccc(=O)oc2cc1OCC(O)C(C)(C)O (configuration not stated)	-7%
COc1ccc(OC)c(C2C(C(=O)Nc3ccc(F)cc3)=C(C)Nc3nc(CCCO)nn32)c1 (configuration not stated)	-6%
O=C(NCC(c1cccnc1)N1CCc2ccccc21)c1ccccc1Br (configuration not stated)	9%
CC(C)CN(C(=O)c1cccc(F)c1)c1c(N)n(CC(C)C)c(=O)[nH]c1=O	7%
Cc1cc(C)c(NC(=O)CSc2nnc(-c3ccccn3)n2N)c(Cl)c1	5%
CCOc1ccc(-c2cc(C(=O)NCCCOC)c3c(-c4ccc(CC)cc4)[nH]nc3n2)cc1	-2%
CCOc1ccc(NC(=O)CCS(=O)(=O)c2ccc(C)cc2)cc1	-22%
COc1ccc(-n2nc3ccc(NC(=O)c4cccc(OCCC(C)C)c4)cc3n2)cc1	-11%
S=c1[nH]ncn1/N=C/c1ccco1	5%
COc1ccc(OC)c(NC(=O)c2c(NCc3ccc(OC)c(OC)c3)sc3c2CCC(C)C3)c1 (configuration not stated)	9%
Cc1cc(C)cc(NC(=O)c2cc(S(=O)(=O)N3CCCCCC3)cn2C)c1	-1%
COc1cccc(/C=C/c2onc(C)c2S(=O)(=O)N2CCC(C(=O)N3CCC(C)CC3)CC2)c1	-1%
COc1ccccc1C(=O)N/C(=C\c1cn(C)c2ccccc12)C(=O)NCCN1CCOCC1	10%
COc1cc(/C=N/Nc2ccc(S(N)(=O)=O)cc2[N+](=O)[O-])cc(OC)c1O	-9%
COc1cccc(CNC(=O)CN2C(=O)CCCc3ccccc32)c1OC	-13%
Cc1cccc(NC(=O)N2CCC(CN3CCOCC3)CC2)c1C	-16%
O=C(O)CN1C(=O)/C(=C\c2cc(Br)ccc2OCc2ccccc2Cl)SC1=S	-78%[inhibitor]
O=C(O)CC1(CC(=O)Nc2ccccc2Br)CCCC1	9%
CCN(CCO)Cc1csc2cc(C)ccc12	-3%
CCOC(=O)c1sc(NC(=O)c2cc(CC)on2)c(C(=O)OCC)c1C	4%
CCc1nnc(NC(=O)c2cccs2)s1	0%
Cc1[nH]c2ccc(Br)cc2c1CCNC(=O)c1cc2ccccc2oc1=O	-5%
CCOC(=O)C1CCCN(S(=O)(=O)c2ccc(Cl)nc2)C1 (configuration not stated)	6%
CCn1c2ccccc2c2cc(CN3CCN(Cc4cc(OC)c(O)c(OC)c4)CC3)ccc21	-8%
CCOC(=O)c1ccc(CN(Cc2ccc(Cl)cc2Cl)S(=O)(=O)c2cccc(Cl)c2)cc1	4%
COCCN(C(=O)COC(=O)C1CCCCC1)c1c(N)n(Cc2ccccc2)c(=O)[nH]c1=O	0%
COc1ccc(Cl)cc1Nc1nc(Cl)nc(NCCO)n1	7%
Cc1[nH]c2ccccc2c1C(=O)COC(=O)Cn1c(C)nc2ccccc21	5%
COc1nc(-c2ccc(C)cc2)ccc1-c1noc(-c2ccc(C(C)(C)C)cc2)n1	2%
O=C(Nc1cc(Cl)ccc1-n1cncn1)c1ccc(F)c(S(=O)(=O)N2CCOCC2)c1	-7%
COCCCNC(=O)CN1C(=O)c2c(c3ccccc3n2C)C1c1ccc(OC)cc1 (configuration not stated)	6%
CC(=O)Nc1nonc1-c1nnc(SCc2ccccc2F)n1C	2%
CCOC(=O)N1CCN(C(=O)CSC2=NS(=O)(=O)c3cc(F)ccc3N2)CC1	3%
Cn1c(=O)cc(N2CCc3ccccc32)[nH]c1=O	-4%
Cc1cccc(OCC(=O)Nc2ccc3oc(=O)ccc3c2)c1C	-2%
Cc1ccnc(N2C(=O)c3ccccc3C2Nc2cccc(C)c2C)c1 (configuration not stated)	2%
Cc1ccc(CSc2nc3ccncc3n2CC(=O)Nc2cc(C)cc(C)c2)cc1	5%
Cc1ccc(-n2nc3c(=O)n(C(C)C(=O)O)nc(C)c3c2C)cc1 (configuration not stated)	-5%
COC(=O)c1ccc2c(=O)n(CCCCCC(=O)N3CCN(c4ccc(OC)cc4)CC3)c(=O)[nH]c2c1	-5%
Cc1nnc(NC(=O)C(C)Sc2nnc(CNC(=O)c3ccccc3F)n2C)s1 (configuration not stated)	-6%
CCOc1ccccc1NC(=O)COc1ccc(S(=O)(=O)NC2CCCCC2)cc1	?
O=C(CCn1cccn1)Nc1ccc(Br)cc1F	6%
O=C(C1CCCCC1)N1C[C@H](n2cc(-c3ccc(F)cc3)nn2)[C@@H](O)C[C@@H]1c1ccccc1	-2%
Cc1ccc(-c2ocnc2C(=O)N2CCN(C(=O)c3cccs3)CC2)cc1	5%

(cont.)
SMILES	aSyn yeast rescue
CC(Nc1nc(-c2cccnc2)nc2ccccc12)c1ccc(F)cc1 (configuration not stated)	-25%
COc1ccc(O)c(/C=N/NC(=S)NCCc2ccccc2)c1	0%
CCOC(=O)c1cnc2c(ccc3ccccc32)c1Nc1ccc(N(C)C)cc1	10%
CCOC(=O)N/N=C(\C)c1cccs1	-3%
CCOc1ccccc1NC(=O)C1CCCN(S(=O)(=O)c2cccs2)C1 (configuration not stated)	3%
Cc1ccc(N2CC(NC(=O)Cc3ccc(F)cc3)CC2=O)cc1C (configuration not stated)	11%
CCC1CN(S(=O)(=O)c2cc(-c3cc(C)no3)ccc2OC)c2cc(Cl)ccc2O1 (configuration not stated)	2%
Clc1ccc(N2CCN(/N=C/c3ccncc3)CC2)cc1	0%
COc1ccccc1CNC(=O)c1c(O)nc2c(C)cccn2c1=O	-1%
CCOC(=O)Cc1cc(=O)n2[nH]c(C)c(-c3ccccc3OC)c2n1	-2%
COc1cc(/C=N/Nc2ccc(S(N)(=O)=O)cc2)cc(OC)c1OC	-13%
Cc1ccccc1-n1c(SC(C)C(=O)NCC2CCCO2)nnc1-c1ccncc1 (configuration not stated)	-2%
O=C(CSc1nc(=O)n(CCN2CCOCC2)c2c1CCCC2)Nc1ccc(F)cc1F	-1%
CCOC(=O)c1ccc(NC(=O)c2ccc(=O)n(Cc3cccc(C)c3)c2)cc1	-5%
CCOc1ccc(/C=C/C(=O)Nc2sc3c(c2C(=O)OC)CCC3)cc1	-1%
Cc1c(Cl)ccc2sc(N3CCN(C(=O)CS(=O)(=O)c4ccccc4)CC3)nc12	?
Cc1ccc(C(=O)Nc2cccc3[nH]c(C(F)(F)F)nc23)cc1	1%
CC(C)Cc1cc(C(=O)Nc2cccnc2)no1	1%
CCOC(=O)c1ccc(NC(=O)CSc2nc3ccccc3c(=O)n2CCC(=O)NC2CCCCC2)cc1	-8%
C[C@H](O)C#Cc1cnc2c(c1)C(=O)N([C@H](C)CO)C[C@@H](C)[C@H](CN(C)C(=O)Nc1ccc(C(F)(F)F)cc1)O2	1%
Cc1ccc(C(C)C)cc1OCC(=O)N/N=C/c1ccc2c(c1)OCCO2	15%
CC1=C(c2ccc(C)c(C)c2)S(=O)(=O)N=C1N1CCC(C(=O)N2CCC(C)CC2)CC1	0%
O=C(CSc1nnc(-c2ccco2)o1)N1CCCCC1	-11%
CCOC(=O)C1=C(C)NC(C)=C(C(=O)OCC)C1C(=O)OCC(=O)Nc1ccc(NC(C)=O)cc1	-10%
Brc1cccc(-c2nnn3c2nc(N2CCCCC2)c2ccccc23)c1	-1%
COc1ccc(NC(=O)CSC2=Nc3ccccc3C3=NC(CCC(=O)NC4CCCCC4)C(=O)N23)cc1Cl (configuration not stated)	2%
CCc1ccc([C@@H]2C[C@H]3[C@@H](CN2S(=O)(=O)c2ccc(C)cc2)C(=O)C[C@@H](c2ccc(C)cc2)N3S(=O)(=O)c2ccc(C)cc2)cc1	2%
Cc1[nH]c2c(C)cccc2c1CCNC(=O)c1cc2ccccc2oc1=O	4%
CCCCn1c(SCC(=O)Nc2cccc(OC)c2)nc2ccsc2c1=O	1%
O=C(Nc1ccc(Br)cc1F)N1CC=C(c2c[nH]c3ccccc23)CC1	-15%
Cc1ccc(C(=O)OCC(=O)Nc2ccc3[nH]c(=O)[nH]c3c2)cc1[N+](=O)[O-]	-1%
O=C(CCCn1nnc2ccccc2c1=O)N[C@@H](Cc1ccccc1)C(=O)O	10%
CC(C)CCNC(=O)C1CCN(S(=O)(=O)c2cccc3nsnc23)CC1	-4%
Cc1ccc(-n2c(-c3ccco3)nc3c(cnn3-c3ccccc3C)c2=O)cc1	-6%
O=C(CN1C(=O)c2ccccc2C1=O)Nc1ccc(Cl)cn1	3%
CC(C)CNC(=O)c1cccc(NC(=O)C(C)Oc2ccccc2)c1 (configuration not stated)	2%
